# Screening results as filed in PubChem BioAssay.
# H9c2 TAG inh: inhibitors of triacylglycerol accumulation, primary screen, cell-based, uHTS, fluorescence, H9c2; 0.66% of 230,000 active; H9c2 cells, Nile Red lipid (TAG) fluorescence; cells loaded with 200 µM oleic acid; inhibition, % at 12.5 µM;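 active = pattern-corrected inhibition of lipid staining of at least 50% with the nuclear-stain viability signal not falling by more than 50%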;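 also: 0% = DMSO wells and 100% = triacsin C control wells; some results filed as inactive read as strong as hits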
# H9c2 TAG inh DAPI viability: recorded beside H9c2 TAG inh, whose call it bears; DAPI nuclei signal change (viability), lower = more cytotoxic, %;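 whole-well DAPI fluorescence read on a plate reader as a viability signal; minus 50 percent equals half of cells still viable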
# Starred values were filed as active, the others as inactive; i = inactive. The list is partial; rates above refer to the full screens.
SMILES,H9c2 TAG inh,H9c2 TAG inh DAPI viability
Cc1ccccc1Nc1ncnc(N)n1,1,3
CC1(C(=O)NS(=O)(=O)c2cccc(OC(F)F)c2)CCN1C(=O)C/C=C/c1ccccc1 (stereo not given),-5,7
COc1ccc(S(=O)(=O)N2CCCCC2)cc1NC(=O)CSc1nccn1C,2,-8
CC(C)(C)NC(=O)C(c1ccccc1)N(Cc1ccco1)C(=O)c1csnn1 (stereo not given),-10,8
COc1ccc2oc(C(=O)N3CCN(S(=O)(=O)c4ccc(F)cc4)CC3)c(C)c2c1,-9,7
CCOC(=O)c1c(C)c(C(=O)N2CCN(c3ccccc3)CC2)c(C)n1C,-14,2
O=S(=O)(NCc1ccccc1)c1ccc(S(=O)(=O)NCC2CCCO2)cc1 (stereo not given),-17,2
N#Cc1cccc(NC(=O)c2cc(C3CCCCN3C(=O)CCc3ccccc3)on2)c1 (stereo not given),-10,11
COc1cc(NC(=O)CN(C)S(=O)(=O)c2ccc3nc(C)sc3c2)cc(OC)c1,-1,7
Cc1oc(-c2ccc(Cl)cc2)nc1CSCC(=O)NCCCN1CCOCC1,7,-8
CC(C)=CCN1CCN(Cc2c[nH]c3ccccc23)CC1CCO (stereo not given),11,11
CCOC(=O)c1cnc(SCC(C)C)nc1N,3,-2
CCC(=O)NC(c1ccccc1)c1nc2ccccc2[nH]1 (stereo not given),-5,-5
CC(=O)C1=C(C)OC(N)=C(C#N)C1c1cccc([N+](=O)[O-])c1 (stereo not given),2,11
Cc1ccc(NC(=O)CSCC(=O)N(C)CC(=O)Nc2ccccc2C(F)(F)F)cc1,3,-4
O=C(Nc1ccc(C(O)c2ccccc2)cc1)[C@@H]1O[C@H](CO)[C@H](O)[C@H](O)[C@H]1O (stereo not given in full),8,-2
Cc1ccc(C(=O)C(C)OC(=O)Cc2n[nH]c(=O)c3ccccc23)cc1C (stereo not given),-8,2
Cc1cccc(C)c1NC(=O)CN(C)C(=O)CN1C(=O)NC2(CCCC2)C1=O,-2,-4
Nc1ccccc1C(=O)N/N=C1/C2CN3CCN(C2)CC1(Cc1ccccc1)C3,-3,6
CC1(c2ccc3c(c2)OCCO3)NC(=O)N(CC(=O)Nc2c(F)cccc2F)C1=O (stereo not given),22,-4
Cn1c(=O)c(=O)n(C)c2cc(S(=O)(=O)N3CCCC3C(=O)Nc3ccc(F)cc3)ccc21 (stereo not given),5,-4
CCNc1nc(Oc2ccc(=O)[nH]n2)nc(N2CCOCC2)n1,15,3
COc1ccc(N2CCN(C(C)C(=O)N3CCCC3)CC2)cc1 (stereo not given),-18,2
Cn1c(=O)c2cc(NC(=O)CCc3ccccc3)ccc2n1-c1ccccc1F,8,-3
CNC(=S)N1CCC(NC(=O)C(Cc2ccc(F)cc2)NC(C)=O)CC1 (stereo not given),15,9
C=CCN=C1N[C@@H](c2ccccc2)C(C(=O)OC)=C(C)N1CCOC,-11,3
O=C(Cn1cc2c(n1)CCCCC2)NCc1ccccc1,2,3
Cc1ccnc(NC2(C(F)(F)F)N=C3SCCN3C2=O)c1 (stereo not given),-2,3
CNC(=O)c1[nH]cnc1C(=O)Nc1ccccc1OC,13,1
CC(=O)/C(N=Nc1c(C)n(C)n(-c2ccccc2)c1=O)=C(\C)O,7,i

# An excerpt of these results, bar-delimited.
SMILES | H9c2 TAG inh | H9c2 TAG inh DAPI viability
Cc1cccc(C)c1NC(=O)CN(C)C(=O)CN1C(=O)NC2(CCCC2)C1=O | -2 | -4
Nc1ccccc1C(=O)N/N=C1/C2CN3CCN(C2)CC1(Cc1ccccc1)C3 | -3 | 6
CC1(c2ccc3c(c2)OCCO3)NC(=O)N(CC(=O)Nc2c(F)cccc2F)C1=O (stereo not given) | 22 | -4

# More compounds:
SMILES,H9c2 TAG inh,H9c2 TAG inh DAPI viability
COc1ccc([C@H]2C=C(C(=O)O)O[C@@H](OCc3ccc(CO)cc3)C2)cc1,-9,0
Cc1nc(CSc2nc3[nH]ncc3c(=O)n2-c2ccccc2)cs1,-6,-1
O=C(COc1ccc(/C=N/NS(=O)(=O)c2ccccc2)cc1)Nc1cccc(Cl)c1,-16,-1
COc1cc2oc(=O)cc(-c3ccc(-c4ccc(C)cc4)cc3)c2c(OC)c1OC,-3,-5
CCCN(CCC)C(=O)c1c(NC(=O)CC)sc2c1CCCCC2,18,-7
COc1ccc(S(=O)(=O)N2CCN(S(=O)(=O)c3ccc(C(F)(F)F)cc3)CC2)cc1C,-16,-8
COc1ccc(COC(=O)c2cccc(S(=O)(=O)N3CCN(C(C)=O)CC3)c2)cc1F,-23,4
CCOC(=O)c1cc(-c2cccs2)nc2c1c(C)nn2-c1ccccn1,5,13
O=C(NN=C1CCCC1)C1COc2ccccc2O1 (stereo not given),-10,2
COc1ccc(NC(=S)N(CCN2CCOCC2)Cc2cc3cc4c(cc3[nH]c2=O)OCCO4)cc1,11,13
CC1CCC2(CC1)NC(=O)N(CC(=O)Nc1cccc(S(=O)(=O)N(C)c3ccccc3)c1)C2=O (stereo not given),-12,-12
OCC1(CC2CCCCO2)CCN(Cc2cccc(O)c2)CC1 (stereo not given),-3,18
COc1cc(C(=O)NNC(=O)c2nn(C)c(=O)c3ccccc23)cc(OC)c1OC,10,6
CCOC(=O)/C=C1\SCC(=O)N1CC(=O)Nc1ccccc1OC(F)F,19,-17
Nc1cc(=O)nc(SCC(=O)Nc2ccccc2Cl)n1-c1ccccc1,-8,-10
Cc1cnc(C(=O)Nc2ccc(S(=O)(=O)N(C(C)C)C(C)C)cc2)cn1,-1,-7
COC(=O)c1ccc(/C=N/OCC(=O)NC2CCCC(C)C2C)cc1 (stereo not given),4,8
CC1(C(=O)NS(=O)(=O)c2ccc(F)cc2F)CCN1C(=O)Cc1cc(F)ccc1F (stereo not given),1,-11
O=C(c1ccco1)N1CCN(c2ncnc3sc4c(c23)CCC4)CC1,16,-12
Cc1ccsc1C(=O)OCC(=O)NCCNC(=O)COC(=O)c1sccc1C,5,1
Cc1ccccc1C(=O)NCCNc1ccc([N+](=O)[O-])cc1,-9,-3
COc1ccc(CNc2ncnc3cc(Cl)ccc23)cc1OC,6,-6
CCCc1ccc(C(=O)CCC(=O)O)cc1,7,0
CC(=O)n1c2ccccc2c2nc(NC(C)C)sc21,-5,3
CC(=O)Nc1ccc(NC(=O)COC(=O)/C(=C/c2ccccc2)n2nnnc2C)cc1,15,-11
Cc1ccc(S(=O)(=O)N2CCCCC2)cc1NC(=O)Cn1cc(C(F)(F)F)ccc1=O,-12,0
COc1c(Br)cc(C(N)=O)cc1OCc1ccccc1,11,-2
O=C(N/N=C/c1c[nH]c2ccccc12)C1CC(=O)N(c2ccccc2)C1 (stereo not given),5,-2
COc1ccc2c(=O)c3c(=O)n(Cc4ccco4)c(C(C)C)nc3oc2c1,2,-2
O=C(Nc1ccccc1C(=O)N1CCCCCC1)c1ccccc1Cl,-12,-21

# Continued, overlapping the part above by four compounds.
SMILES,H9c2 TAG inh,H9c2 TAG inh DAPI viability
COc1c(Br)cc(C(N)=O)cc1OCc1ccccc1,11,-2
O=C(N/N=C/c1c[nH]c2ccccc12)C1CC(=O)N(c2ccccc2)C1 (stereo not given),5,-2
COc1ccc2c(=O)c3c(=O)n(Cc4ccco4)c(C(C)C)nc3oc2c1,2,-2
O=C(Nc1ccccc1C(=O)N1CCCCCC1)c1ccccc1Cl,-12,-21
O=C(O)CCCCCNS(=O)(=O)c1c(Cl)cccc1Cl,-2,8
Cc1sc2ncnc(N3CCN(C(=O)c4ccco4)CC3)c2c1C,-2,1
O=C(c1c(F)c(F)c(F)c(F)c1F)N1CCN(c2cccc(C(F)(F)F)c2)CC1,3,-11
Cc1cc(=O)[nH]c(SCC(=O)c2ccc(F)c(C)c2)n1,-3,10
ClCC1NCC(c2ccccc2Cl)c2c1[nH]c1ccccc21 (stereo not given),17,-5
O=C(CSc1nnnn1-c1cccc(F)c1)Nc1nc2ccccc2s1,-19,15
COc1cccc(NC(=O)CSc2nnc(NC(=O)c3ccco3)s2)c1,10,-14
Cc1nn(-c2ccccc2Cl)c(Cl)c1/C=N/Nc1cccc(C(=O)O)c1,0,17
O=C(NCCS(=O)(=O)N1CCN(c2ccccc2)CC1)C12CC3CC(CC(C3)C1)C2,-21,12
CCOC(=O)N1CCN(C(=O)CN(c2ccc(C)cc2)S(=O)(=O)c2c(C)noc2C)CC1,-15,15
Cc1nnc(Sc2nc3c(c(=O)[nH]c(=O)n3C)n2CCc2ccccc2)s1,6,2
COc1ccc(CC(=O)Nc2ccc(NC(=O)c3ccc(Br)cc3)cc2)cc1OC,-1,-2
COCc1cnc(C)nc1N,13,-5
O=C(COC(=O)c1ccccc1OCc1ccc(Cl)cc1)NCC1CCCO1 (stereo not given),-10,-4
COc1ccc(NC(=O)CN(C)C(=O)/C=C/c2cn(-c3ccccc3)nc2-c2ccc(C)cc2)cc1,17,-5

# Whole records, looked up by structure.
# O=C(NCCS(=O)(=O)N1CCN(c2ccccc2)CC1)C12CC3CC(CC(C3)C1)C2 is listed as H9c2 TAG inh = -21; H9c2 TAG inh DAPI viability = 12
# COc1ccc(NC(=O)CN(C)C(=O)/C=C/c2cn(-c3ccccc3)nc2-c2ccc(C)cc2)cc1 is listed as H9c2 TAG inh = 17; H9c2 TAG inh DAPI viability = -5
# ClCC1NCC(c2ccccc2Cl)c2c1[nH]c1ccccc21 (stereo not given) is listed as H9c2 TAG inh = 17; H9c2 TAG inh DAPI viability = -5

# Next part:
SMILES,H9c2 TAG inh,H9c2 TAG inh DAPI viability
CCC(Cc1ccccc1)NC(=O)C1CC1 (stereo not given),-4,3
O=C(CSc1ccc2nnc(CCNC(=O)c3ccccc3)n2n1)NCc1ccc(F)cc1,19,-2
c1ccc(OCc2noc(CN3CC[C@@H]4CCCC[C@H]4C3)n2)cc1,11,-18
CC(C)c1ccccc1NC(=O)COC(=O)c1cc(=O)[nH]c(=O)[nH]1,6,6
CC(C)CN(C(=O)CSc1ccc2c(c1)OCCO2)c1c(N)n(CC(C)C)c(=O)[nH]c1=O,-2,7
CC12CCCCC1c1ccccc1C(=NCC(=O)O)N2 (stereo not given),0,13
Cc1ccc(C(=O)OCn2nnc3ccccc3c2=O)cc1[N+](=O)[O-],-1,5
CCOc1cc(CNCc2ccncc2)cc(Cl)c1OC,3,-3
CCNC(=O)NC(=O)COC(=O)CCCc1nc2ccccc2s1,-14,21
CN(C)S(=O)(=O)c1ccc(C(=O)OCCN=C2NS(=O)(=O)c3ccccc32)cc1,6,6
CC1(C)CC(CCNC(=O)c2ccc(-n3cnnn3)cc2)CC(C)(C)N1,1,-7
CCn1cc(CNC(=O)c2ccc(OC3CCN(Cc4ccccn4)CC3)cc2)cn1,-9,10
COc1ccc([C@H]2CN(c3ccc(OC)cc3)C(=O)[C@@H]2CC(=O)Nc2ccccc2)cc1,-6,-4
O=C(CC1C(=O)NCCN1Cc1ccc(F)c(F)c1)NCCCn1ccnc1 (stereo not given),1,3
O=C1CC(N2CCC(c3nc4ccccc4[nH]3)CC2)C(=O)N1c1cccc(F)c1 (stereo not given),1,4
C[C@H]1CN([C@@H](C)CO)S(=O)(=O)c2ccc(Br)cc2O[C@@H]1CN(C)S(=O)(=O)c1ccccc1,-1,5
Cc1cccc(C)c1NC(=O)C(Cl)=C(Cl)Cl,1,2
Cc1ccc(NC(=O)c2nc[nH]c2C(=O)N[C@@H](C)C(=O)OC(C)(C)C)cc1,-23,13
CCOC(=O)C1=C(COC(=O)c2ccc([N+](=O)[O-])s2)NC(=O)NC1C (stereo not given),34,-31
CCC1CCCCN1C(=O)CN1C(=O)CSC1=O (stereo not given),3,-6
O=C(NNC(=S)NC1CCCCC1)c1ccc(Cl)s1,4,7
Cc1c(C(=O)NCc2cccs2)sc(=O)n1Cc1ccc(S(C)(=O)=O)cc1,1,-10
O=C(OCCCN=C1NS(=O)(=O)c2ccccc21)c1ccc([N+](=O)[O-])cc1,-5,-3
Cc1n[nH]c(=S)n(NC(=O)CC(=O)Nn2c(=S)[nH]nc(C)c2=O)c1=O,10,6
COc1cccc(/C=N/NC(=O)NC23CC4CC(CC(C4)C2)C3)c1O,16,-17
CCCC(=O)n1nc(-c2ccc(OC)cc2)nc1N,-11,6
O=C(COC(=O)c1cc(=O)[nH]c2ccccc12)NCc1ccccc1,9,5
CCOC(=O)C1=C(C)NC(C)=C(C(=O)OCC)C1C(=O)OCC(=O)NC1CCCCC1,-1,2
O=C(CSc1nnc2n1CCCCC2)Nc1ccc(N2CCOCC2)cc1,8,-3
CC(Sc1ncnc2sccc12)C(=O)Nc1ccc(S(N)(=O)=O)cc1 (stereo not given),-3,5
CCCC(=O)OCC(=O)Nc1cc(Cl)ccc1[N+](=O)[O-],-4,0
COc1ccc(C(=O)NC2CC2)cc1OC1CCN(Cc2ccc(Cl)cc2)CC1,12,-2
O=C(c1cccs1)N1CCc2c([nH]c3ccccc23)C1c1ccccn1 (stereo not given),-13,0
NC(=O)C1CCN(c2ncc(C(F)(F)F)cc2Cl)CC1,-2,0
c1cc2c(cc1Oc1nc(N3CCOCC3)nc(N3CCOCC3)n1)OCO2,59*,-11*
COc1cccc(C2CC(C(F)(F)F)n3nc(C(=O)Nc4c(C)n(C)n(-c5ccccc5)c4=O)cc3N2)c1 (stereo not given),-8,-1
COC(=O)c1sc(C(C)(C)C)cc1CS(=O)(=O)c1ccccn1,2,-5
COc1ccc(S(=O)(=O)NC(C)C(=O)NCc2cccnc2)cc1C (stereo not given),12,-4
Cc1onc(-c2ccccc2)c1C(=O)Nc1c(C)n(C)n(-c2ccccc2)c1=O,-5,-3
O=C(Nc1ccccc1)c1ccc(-c2ccccc2C(F)(F)F)o1,-25,4

# Taken from above:
# Result for NC(=O)C1CCN(c2ncc(C(F)(F)F)cc2Cl)CC1 in H9c2 TAG inh: -2
# Result for Cc1onc(-c2ccccc2)c1C(=O)Nc1c(C)n(C)n(-c2ccccc2)c1=O in H9c2 TAG inh: -5
